Source: PubChem BioAssay (Sanford-Burnham Center for Chemical Genomics)
GPR55 activation: GPR55 agonists via beta-arrestin recruitment, primary screen, imaging, U2OS cells, beta-arrestin-GFP redistribution (AID 1961); U2OS GPR55 beta-arrestin-GFP redistribution imaging; higher % means a stronger effect; one-dose activation, % at 10 µM; EC50 in µM for titrated hits; 290,000 tested, 0.048% active;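 active = activation above 40% with more than 50 cells counted in the well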;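 note: U2OS osteosarcoma cells stably expressing GPR55 and beta-arrestin-GFP; plate controls were DMSO negative control for no effect and LPI positive control for full effect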
KOR beta-arrestin-1: kappa opioid receptor activators – cell-based, luminescence, uHTS, primary screen (AID 1777); KOR beta-arrestin recruitment, luminescence; higher % means a stronger effect; one-dose activation, % at 10 µM; EC50 in µM for titrated hits; 280,000 tested, 0.02% active; in the data active = activation above about 50%, passing the limit was not always enough; note: a part of the inactive calls stands beside numbers as strong as those of hits
HIV peptide binding: cell-free HIV fusion peptide-binding blockers – biochemical, uHTS, fluorescence dequenching, primary screen (AID 1986); cell-free peptide binding, fluorescence dequenching, 30 min; higher % means a stronger effect; 290,000 tested, 0.3% active; inhibition, % at 20 µM; hits with a dose series show IC50 in µM; in the data active = inhibition mostly above about 52%, no sharp cut-off; inactive = mostly below about 76%; note: some results filed as inactive read as strong as hits
AID2073: inhibitors of Mint1-CaV2.2 protein interaction, biochemical, HTRF (AID 2073). HTRF protein-protein interaction, Mint1-CaV2.2; higher % means a stronger effect. inhibition, % at 20 µM, or IC50 in µM where a hit was titrated. 290,000 tested, 0.19% active; in the data active = inhibition mostly above about 51%, no sharp cut-off; note: some results filed as inactive read as strong as hits
SIAH1 antagonists: Siah-1 peptide-binding antagonists, primary screen, biochemical, fluorescence polarization, rhodamine-plectin, uHTS (AID 1817). 290,000 tested, 0.02% active. Siah-1 / rhodamine-plectin peptide fluorescence polarization; higher % means a stronger effect. one-dose displacement, % at 20 µM; IC50 in µM for titrated hits;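 active = displacement of at least 50% at 20 µM, with a fluorescence ratio check between 0.3 and a set limit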;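 note: plate controls were Siah plus tracer with DMSO for no effect and tracer alone without Siah for full effect; strong numbers were not always called active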
KOR beta-arrestin-2: KOR antagonists, beta-arrestin recruitment, cell-based, luminescence, uHTS (AID 1778); 290,000 tested, 0.091% active; inhibition, % at 10 µM, or IC50 in µM where a hit was titrated; KOR beta-arrestin recruitment, luminescence, antagonist mode; higher % means a stronger effect; in the data active = inhibition above about 50%; note: strong numbers were not always called active
GPR35 arrestin U2OS: inhibition of zaprinast-stimulated GPR35 beta-arrestin translocation – imaging, U2OS, beta-arrestin-GFP, zaprinast agonist, primary screen (AID 2058). U2OS GPR35 beta-arrestin-GFP translocation imaging, zaprinast antagonism; higher % means a stronger effect. inhibition, % at 10 µM, or IC50 in µM where a hit was titrated. 290,000 tested, 0.052% active;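 active = inhibition of at least 50% with at least 30 cells and total cytoplasm GFP at most 10,000,000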
GPR55 antagonists: GPR55 antagonists blocking LPI-driven arrestin recruitment, primary screen, imaging, U2OS, beta-arrestin-GFP, LPI agonist (AID 2013); 290,000 tested, 0.13% active; inhibition, % at 10 µM, or IC50 in µM where a hit was titrated; U2OS GPR55 beta-arrestin-GFP translocation imaging, LPI antagonism; higher % means a stronger effect;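 active = spots per cell inhibited over 60%, with over 100 cells counted and total cytoplasm intensity under 500,000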;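 note: U2OS cells stably carrying GPR55 and arrestin-GFP stimulated by 5 µM LPI near EC80; imaged beta-arrestin-GFP aggregate spots per cell after agonist stimulation; plate controls were LPI-stimulated DMSO wells for no effect and DMSO wells without LPI for full effect; some results filed as inactive read as strong as hits; confirmed hits need IC50 under 10 µM and bright autofluorescent wells are also inconclusive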
NOD1 NF-kB reporter: inhibition of NOD1-driven NF-kB reporter – cell-based, luminescence, uHTS, primary screen (AID 1578); NOD1-driven NF-kB luciferase reporter cells, luminescence; higher % means a stronger effect; inhibition, % at 4 µM, or EC50 in µM where a hit was titrated; 290,000 tested, 1% active; in the data active = inhibition mostly above about 36%, no sharp cut-off; inactive = mostly below about 34%;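 note: HEK-293T reporter cells stimulated with the NOD1 agonist gamma-tri-DAP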
* marks the source's active call; other numbers are inactive results; · = no result given; [ ] = another dose, or the depositor's remark.

GPR55 activation	KOR beta-arrestin-1	HIV peptide binding	AID2073	SIAH1 antagonists	KOR beta-arrestin-2	GPR35 arrestin U2OS	GPR55 antagonists	NOD1 NF-kB reporter	SMILES
1.7%	-0.1%	1.1%	-8%	2%	6%	-10%	28%	-10%	CC(Oc1ccc(F)cc1)C(=O)Nc1sc2c(c1C(=O)NCc1cccnc1)CCCC2 (configuration not stated)
-0.2%	3.7%	-1.3%	16%	1%	-64%	4%	3%	·	COc1ccc(/C=C/C(O)=C2/C(=O)N(C)C3(C)CC2c2ccccc2O3)cc1 (configuration not stated)
0.2%	-4.3%	-0.7%	-5%	4%	8%	0%	-16%	-39%	O=C(C[n+]1ccccc1)N/N=C/c1ccco1
1.0%	-1.6%	-1.6%	8%	3%	13%	5%	-4%	5%	Cc1cc(NC(=O)Cn2nnc3sc4c(c3c2=O)CCCC4)no1
-0.3%	-2.0%	1.0%	11%	0%	-3%	-3%	0%	-11%	COCCNC(=O)CN1C(=O)NC2(CCCc3ccccc32)C1=O (configuration not stated)
-0.1%	-2.6%	-0.3%	-12%	1%	18%	-2%	2%	-4%	CCOC(=O)CCCCC(=O)c1[nH]c(=O)[nH]c1CSc1nc(C)cc(=O)[nH]1
-0.1%	5.1%	3.2%	0%	1%	-38%	-5%	-9%	20%	CNC(=O)c1ccc2snnc2c1
0.1%	2.0%	26%	20%	0%	18%	-4%	5%	-14%	Cc1nnc(SCC2=C(C(=O)O)N3C(=O)C(NC(=O)c4cc(F)c(F)cc4Cl)C3SC2)s1 (configuration not stated)
0.3%	0.7%	-0.2%	0%	0%	7%	1%	4%	40%	O=C(Nc1ccc(N2CCN(C(=O)c3cccs3)CC2)cc1)c1ccc([N+](=O)[O-])o1
0.3%	2.9%	0.1%	6%	4%	26%	8%	3%	-8%	CC(=O)Nc1cccc(/C(C)=N/NC(=O)c2cc(-c3ccncc3)nc3ccccc23)c1
0.5%	-1.1%	2.6%	-1%	11%	-16%	0%	24%	-28%	CCOC(=O)Cn1nc(C(F)F)c(Br)c1C
-0.2%	1.7%	-2.1%	33%	-3%	-14%	-1%	-13%	-46%	COc1ccc(NC(=O)c2nnn(CC(=O)Nc3ccc4c(c3)OCO4)c2N)c(OC)c1
-0.1%	0.2%	-0.4%	-3%	0%	-8%	-3%	1%	-25%	O=C(NC(=S)Nc1cccnc1Cl)c1ccc(F)cc1
0.2%	6.5%	-0.2%	6%	-1%	-23%	8%	-4%	-17%	Cc1ccc2occ(C(c3nnnn3C3CCCC3)N3CCN(C(=O)c4ccco4)CC3)c(=O)c2c1 (configuration not stated)
3.9%	5.4%	-0.6%	-8%	16%	-30%	11%	-10%	-4%	CCN(CC)c1cccc(OCC(=O)N(C)CCC#N)c1
-0.7%	-1.1%	-2.3%	18%	-6%	9%	3%	-12%	-11%	Cc1ccc(S(=O)(=O)N2CCOCC2)cc1NC(=O)CSc1ccccn1
-0.1%	17%	1.1%	-2%	6%	-41%[20 µM]	4%	11%	-8%	Cc1ccc(S(=O)(=O)N(C)c2ccccc2C(=O)Nc2ccc(F)cc2F)cc1
0.2%	0.8%	19%	14%	-1%	22%	4%	-2%	-22%	O=c1[nH]c2c(s1)C(c1ccco1)C1C3CCC(C3)C1S2 (configuration not stated)
-0.2%	0.8%	-3.3%	-61%	9%	18%	1%	7%	-23%	Cc1ccc(S(=O)(=O)NC(=O)Nc2ccc(N(C)C)cc2)cc1
0.2%	-5.1%	-1.5%	0%	-4%	-7%	0%	8%	15%	CCOC(=O)c1ccc(NC(=O)C(=O)NCc2ccncc2)cc1
-0.2%	0.1%	-3.0%	22%	1%	2%	1%	-1%	41%	CCCOc1ccc2cc(-c3ccccn3)c(=O)oc2c1
0.1%	47%	-2.3%	16%	-2%	-15%	-8%	-10%	10%	O=C(Nc1ccccc1)c1cccc(-c2nnc(-c3ccccc3)o2)c1
-0.1%	-4.2%	-3.1%	2%	2%	-4%	-20%	-8%	-10%	CC#CCN(CC#CC)S(=O)(=O)c1ccc(-n2cnnn2)c(OC)c1
-0.2%	0.6%	1.9%	-1%	0%	-7%	12%	8%	-50%	C=CCN(C(=O)Nc1ccccc1)C1CC(=O)N(c2ccc(OC)cc2)C1=O (configuration not stated)
-0.5%	-0.8%	-3.7%	18%	-2%	2%	10%	5%	-22%	CCOC(=O)c1cc2c(=O)n3ccccc3nc2n(CCOC)c1=NC(=O)c1c(-c2c(F)cccc2Cl)noc1C
0.6%	-0.9%	2.7%	-8%	-2%	41%	21%	6%	-23%	COP(=O)(OC)C(Nc1ccc(C)cc1)c1ccc([N+](=O)[O-])cc1 (configuration not stated)
0.0%	-2.6%	1.9%	11%	-2%	-21%	-15%	16%	69%	CCn1cc(C(=O)NCc2ccco2)c(=O)c2cc(S(=O)(=O)N3CC(C)CC(C)C3)ccc21 (configuration not stated)
0.1%	·	3.5%	4%	-2%	-8%[20 µM]	-2%	2%	-24%	CCOc1ccccc1NC(=S)N1CCN(c2nc(-c3cccc(OC)c3)cs2)CC1
-0.1%	3.2%	0.8%	-5%	4%	-51%	-2%	6%	-10%	O=C(CNc1ccc(Oc2ccccc2)cc1)N1CCOCC1
0.2%	-3.7%	0.5%	-6%	7%	1%	5%	15%	-9%	COc1cc([N+](=O)[O-])ccc1NC(=O)CC(C)C
-0.1%	1.5%	1.1%	-12%	2%	-14%	7%	-5%	-26%	CCOc1ccc(Nc2cc(C)nc3c(C)cccc23)cc1
0.0%	-2.3%	1.9%	-4%	6%	-7%	6%	-10%	-24%	O=C(c1ccccc1)c1cccn1CC(=O)N1CCCCCC1
-0.1%	-7.6%	1.1%	4%	5%	18%	11%	14%	-24%	Oc1ccc(-c2n[nH]c(=S)n2Cc2ccccc2)cc1
-0.2%	-2.2%	-4.2%	-41%	2%	12%	-4%	12%	·	Cc1ccc(C(=O)NC(=S)N2CC(C)OC(C)C2)cc1[N+](=O)[O-] (configuration not stated)
-0.1%	-0.9%	2.9%	48%	0%	-13%	12%	0%	40%	COc1ccc(CC(NC(C)=O)C(=O)NC2CCN(C(=O)c3cnccn3)CC2)cc1 (configuration not stated)
-0.1%	2.2%	1.5%	4%	0%	-13%	1%	-6%	-43%	CC1(C)Cc2c(cnn2-c2ccc(F)cc2)C(NC(=O)CCN2CCCCO2)C1 (configuration not stated)
-0.1%	-4.6%	0.6%	7%	-2%	-26%	0%	-1%	52%	COc1ccc(CNC(=O)c2c[nH]c3c(OC)cc(OC)cc3c2=O)cc1
-0.2%	4.9%	0.2%	0%	-5%	-42%	-6%	-2%	4%	O=C(c1cnccn1)N1CCc2ccccc21
-0.1%	3.0%	8.0%	2%	4%	-1%	13%	16%	-52%	O=C(Nc1ccc(Cl)c(Cl)c1)c1ccccc1NC(=O)C1CC=CCC1C(=O)O (configuration not stated)
-0.6%	-1.1%	0.8%	31%	4%	-40%	1%	1%	-62%	CCOc1ccc(OCCSc2nc(-c3ccccc3)cc(=O)[nH]2)cc1

Random excerpt: five compounds from above.
GPR55 activation	KOR beta-arrestin-1	HIV peptide binding	AID2073	SIAH1 antagonists	KOR beta-arrestin-2	GPR35 arrestin U2OS	GPR55 antagonists	NOD1 NF-kB reporter	SMILES
0.2%	6.5%	-0.2%	6%	-1%	-23%	8%	-4%	-17%	Cc1ccc2occ(C(c3nnnn3C3CCCC3)N3CCN(C(=O)c4ccco4)CC3)c(=O)c2c1 (configuration not stated)
-0.1%	-4.6%	0.6%	7%	-2%	-26%	0%	-1%	52%	COc1ccc(CNC(=O)c2c[nH]c3c(OC)cc(OC)cc3c2=O)cc1
0.6%	-0.9%	2.7%	-8%	-2%	41%	21%	6%	-23%	COP(=O)(OC)C(Nc1ccc(C)cc1)c1ccc([N+](=O)[O-])cc1 (configuration not stated)
0.1%	47%	-2.3%	16%	-2%	-15%	-8%	-10%	10%	O=C(Nc1ccccc1)c1cccc(-c2nnc(-c3ccccc3)o2)c1
0.3%	0.7%	-0.2%	0%	0%	7%	1%	4%	40%	O=C(Nc1ccc(N2CCN(C(=O)c3cccs3)CC2)cc1)c1ccc([N+](=O)[O-])o1

Next records.
GPR55 activation	KOR beta-arrestin-1	HIV peptide binding	AID2073	SIAH1 antagonists	KOR beta-arrestin-2	GPR35 arrestin U2OS	GPR55 antagonists	NOD1 NF-kB reporter	SMILES
-0.1%	-2.0%	1.4%	12%	-2%	8%	-8%	-4%	-7%	CCn1c(CCNC(=O)c2ccc(Cl)c(Cl)c2)nnc1SCCOc1ccc(OC)cc1
-0.2%	1.0%	0.7%	-3%	10%	16%	-13%	-9%	-23%	CN=C(Nc1cccc(OC)c1)SC1CC(=O)N(c2ccc(C(=O)O)cc2)C1=O (configuration not stated)
0.3%	-7.0%	-0.3%	2%	-6%	-29%	0%	-12%	-20%	Cc1ccc(-n2nc3c(=O)n(CCCC(=O)N4CCC(C(N)=O)CC4)nc(C)c3c2C)cc1
0.0%	4.0%	0.0%	21%	7%	23%	2%	2%	-28%	COC1=CCC2([N+](=O)[O-])CN(CC(=O)O)CC1([N+](=O)[O-])C2 (configuration not stated)
0.2%	-1.2%	-1.2%	20%	2%	18%	-24%	-9%	18%	Cc1nn(C)c(C)c1CNC(=O)c1nn2c(c1Cl)NC(c1cccs1)CC2C(F)(F)F (configuration not stated)
0.0%	3.5%	-0.2%	8%	3%	-5%	3%	16%	·	Cc1ccc(NC(=O)COc2ccc(/C=C3/SC(=Nc4ccccc4)N(Cc4cccnc4)C3=O)cc2)cc1
-0.1%	-3.6%	1.5%	5%	3%	-13%	-9%	-12%	-7%	COc1cc(Br)cc(/C=N/N(CCO)C2=NS(=O)(=O)c3ccccc32)c1OC
0.0%	-4.8%	1.3%	-17%	5%	-27%	-1%	7%	-8%	CCc1ccc(C2=NN(CCC(=O)NCc3cccs3)C(=O)CC2)cc1
0.2%	0.0%	3.5%	4%	2%	26%	-3%	-3%	0%	COC(=O)[C@H](CCSC)NC(=O)N1CCC(C)CC1
0.1%	6.2%	-0.8%	3%	2%	-10%[20 µM]	-5%	-26%	-22%	Cc1cccc(OC(=O)c2cccnc2)c1
0.5%	-5.6%	-1.9%	1%	1%	-5%	2%	-4%	-7%	O=S(=O)(c1ccccc1)N1CCC(n2nnc3cc(F)ccc32)CC1
-0.3%	2.1%	1.5%	3%	9%	1%	-2%	-7%	-18%	Cc1ccc(NC(=O)c2c([N+](=O)[O-])c(C(C)(C)C)nn2C)cc1

These rows are one share of the data; the hit share may differ from the screen's.
